Source: PubChem
Efflux pump inh – inhibitors of Candida antifungal efflux pumps expressed in yeast; S. cerevisiae Candida pump triplex, Nile Red efflux; inhibition, % at 10 µM; 330,000 compounds, 0.44% hits; AID 485275;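 active = plate passing quality check with inhibition over a set limit, or well fluorescence over plate mean plus 4 SD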;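 also: Nile Red retained in pooled yeast measured as flow cytometry median fluorescence; 0% = buffer negative control and 100% = Enniatin B positive control; higher means more Nile Red kept so more efflux inhibition; some compounds called inactive have numbers as strong as hits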
PREPL inh – human PREPL enzyme inhibition. recombinant PREPL, fluorescence polarization activity-based probe. Q4J6C6. AID 2751. 320,000 compounds, 0.68% hits. inhibition, % at 5.96 µM; in the data active = inhibition above about 43%;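 also: 0% = enzyme with DMSO and 100% = wells lacking enzyme; many of its hits are not listed in these tables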
Target sequence (Q4J6C6 whole entry, looked up): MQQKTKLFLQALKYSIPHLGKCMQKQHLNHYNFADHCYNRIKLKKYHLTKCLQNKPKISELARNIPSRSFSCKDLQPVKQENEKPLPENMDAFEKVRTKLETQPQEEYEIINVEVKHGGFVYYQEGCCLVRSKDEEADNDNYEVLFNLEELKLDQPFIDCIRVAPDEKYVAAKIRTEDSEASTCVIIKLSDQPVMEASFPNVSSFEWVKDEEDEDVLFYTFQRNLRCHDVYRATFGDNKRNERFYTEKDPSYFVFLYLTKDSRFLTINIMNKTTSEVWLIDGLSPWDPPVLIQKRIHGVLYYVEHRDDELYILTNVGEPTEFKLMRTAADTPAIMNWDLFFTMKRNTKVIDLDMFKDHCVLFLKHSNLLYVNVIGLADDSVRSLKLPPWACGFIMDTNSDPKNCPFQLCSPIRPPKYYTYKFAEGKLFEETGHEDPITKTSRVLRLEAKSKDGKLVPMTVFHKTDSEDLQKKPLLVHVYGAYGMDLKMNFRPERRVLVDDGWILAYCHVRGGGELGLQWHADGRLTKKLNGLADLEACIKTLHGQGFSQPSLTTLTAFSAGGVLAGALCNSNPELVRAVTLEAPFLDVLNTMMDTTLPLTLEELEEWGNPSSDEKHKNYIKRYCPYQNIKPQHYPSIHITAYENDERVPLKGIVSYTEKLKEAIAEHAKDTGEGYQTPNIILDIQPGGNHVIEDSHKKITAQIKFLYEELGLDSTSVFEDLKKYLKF
Numbers without * were called inactive. Not all compounds are listed (hit frequency here may not be typical).

`Cc1cc(=O)c(C(=O)Nc2ccc(N3CCOCC3)cc2N2CCOCC2)nn1-c1ccccc1Cl` gave Efflux pump inh 0.0 and PREPL inh 11.6.
`O=C(NNC(=O)C1CC1)c1cc(Br)c(Br)s1` gave Efflux pump inh -0.1 and PREPL inh 10.5.
NC(=O)c1ccsc1NC(=O)COC(=O)CNC(=O)c1ccc(Cl)cc1 was read as Efflux pump inh 0.0 and PREPL inh -2.3.
Screening O=C1c2ccccc2/C(=C\c2ccc3[nH]ccc3c2)N1c1ccccc1 returned Efflux pump inh -0.2 and PREPL inh 19.3.
For CCOC(=O)CCC(=O)Nc1ncnc2c1C(c1ccccc1)c1c(ccc3ccccc13)O2 (configuration not stated) the results were Efflux pump inh -0.3 and PREPL inh 32.3.
CC(C)NC(=O)N(C)C[C@H]1Oc2ccc(NS(=O)(=O)c3cn(C)cn3)cc2C(=O)N([C@H](C)CO)C[C@@H]1C was read as Efflux pump inh -0.4 and PREPL inh -5.2.
`COc1ccc(NC(=O)/C(N=Nc2ccc(Cl)c(S(=O)(=O)Nc3ccc(Cl)cc3)c2)=C(\C)O)cc1` gave Efflux pump inh 0.7 and PREPL inh 15.6.
Screening Cc1cc(C)nc(SCC(=O)NN=Cc2ccc(C)o2)n1 returned Efflux pump inh 0.3 and PREPL inh 15.2.
`COC(=O)[C@]1(C)N[C@H](CN(C)C(C)=O)[C@@H]2C(=O)N(C)C(=O)[C@@H]21` gave Efflux pump inh -0.5 and PREPL inh 2.5.
`O=c1oc(-c2ccc(O)c(O)c2)cc2cc(O)cc(O)c12` gave Efflux pump inh -0.2 and PREPL inh 34.4.
C[C@H](CO)N1C[C@H](C)[C@@H](CN(C)C(=O)Nc2ccccc2)Oc2ccc(NC(=O)Cn3cnnn3)cc2C1=O was read as Efflux pump inh 0.0 and PREPL inh 4.4.
For CC(C)(O)/C=C/C[C@](C)(O)C1CC[C@]2(C)C1[C@H](O[C@H]1O[C@@H](CO)[C@H](O)[C@@H](O)[C@@H]1O)CC1[C@@]3(C)CC[C@H](O)C(C)(C)C3[C@@H](O)C[C@]12C (some centres not stated) the results were Efflux pump inh -0.2 and PREPL inh 5.0.

Gathered by group, the entries above containing four or more nitrogen atoms
`Cc1cc(=O)c(C(=O)Nc2ccc(N3CCOCC3)cc2N2CCOCC2)nn1-c1ccccc1Cl` gave Efflux pump inh 0.0 and PREPL inh 11.6.
CC(C)NC(=O)N(C)C[C@H]1Oc2ccc(NS(=O)(=O)c3cn(C)cn3)cc2C(=O)N([C@H](C)CO)C[C@@H]1C was read as Efflux pump inh -0.4 and PREPL inh -5.2.
`COc1ccc(NC(=O)/C(N=Nc2ccc(Cl)c(S(=O)(=O)Nc3ccc(Cl)cc3)c2)=C(\C)O)cc1` gave Efflux pump inh 0.7 and PREPL inh 15.6.
Screening Cc1cc(C)nc(SCC(=O)NN=Cc2ccc(C)o2)n1 returned Efflux pump inh 0.3 and PREPL inh 15.2.
C[C@H](CO)N1C[C@H](C)[C@@H](CN(C)C(=O)Nc2ccccc2)Oc2ccc(NC(=O)Cn3cnnn3)cc2C1=O was read as Efflux pump inh 0.0 and PREPL inh 4.4.

The listing picks up, repeating the 3 entries before the break.
`O=c1oc(-c2ccc(O)c(O)c2)cc2cc(O)cc(O)c12` gave Efflux pump inh -0.2 and PREPL inh 34.4.
C[C@H](CO)N1C[C@H](C)[C@@H](CN(C)C(=O)Nc2ccccc2)Oc2ccc(NC(=O)Cn3cnnn3)cc2C1=O was read as Efflux pump inh 0.0 and PREPL inh 4.4.
For CC(C)(O)/C=C/C[C@](C)(O)C1CC[C@]2(C)C1[C@H](O[C@H]1O[C@@H](CO)[C@H](O)[C@@H](O)[C@@H]1O)CC1[C@@]3(C)CC[C@H](O)C(C)(C)C3[C@@H](O)C[C@]12C (some centres not stated) the results were Efflux pump inh -0.2 and PREPL inh 5.0.
`COc1ccc(NC(=O)Nc2ccc3c(c2)C(=O)N([C@H](C)CO)C[C@H](C)[C@@H](CN(C)C(=O)Nc2c(C)noc2C)O3)cc1` gave Efflux pump inh -0.6 and PREPL inh 0.5.
`O=S(=O)(c1ccc2c(c1)OCCO2)N1CCN(S(=O)(=O)c2ccco2)CC1` gave Efflux pump inh 0.1 and PREPL inh 13.7.
Screening Nc1ncnc2c1ncn2[C@@H]1O[C@H](CNCc2ccc(-n3cccn3)cc2)[C@@H](O)[C@H]1O returned Efflux pump inh -0.2 and PREPL inh 5.7.
`Cc1ccc(OCC(=O)N(C)C2CCCCC2)c([N+](=O)[O-])n1` gave Efflux pump inh 0.3 and PREPL inh 16.1.
For CNS(=O)(=O)c1cccc(C(=O)OCC(=O)Nc2nc(OC)cc(OC)n2)c1 the results were Efflux pump inh 0.0 and PREPL inh 25.4.
For CC(=O)c1ccc(S(=O)(=O)Oc2ccc(C(=O)O)cc2Cl)cc1 the results were Efflux pump inh 0.0 and PREPL inh -16.8.
Screening Cc1ccc(S(=O)(=O)N(C)CC(=O)NCC(=O)Nc2ccc(F)c(F)c2F)cc1 returned Efflux pump inh 0.0 and PREPL inh 4.2.
For O=C(NN=Cc1cc(Br)c(O)c(Br)c1)c1ccccc1NS(=O)(=O)c1cccs1 the results were Efflux pump inh 0.2 and PREPL inh 16.6.
CCOc1cc(N2CCOCC2)c(OCC)cc1NC(=O)c1cc(S(=O)(=O)N2CCOCC2)ccc1F was read as Efflux pump inh -0.5 and PREPL inh 11.2.
For COc1ccccc1CN(C)C(=O)COC(=O)c1ccc(Cl)nc1 the results were Efflux pump inh 0.1 and PREPL inh -7.2.
For CN(CC(=O)Nc1c(Cl)cccc1Cl)CC(=O)N(C)C1(C#N)CCCCC1 the results were Efflux pump inh 0.2 and PREPL inh 18.7.
`CCc1ccc(NC(=O)COC(=O)CC2CCCC2)cc1` gave Efflux pump inh 0.2 and PREPL inh 6.5.

Some of these compounds in order of length of the SMILES, lowest first:
For CC(=O)c1ccc(S(=O)(=O)Oc2ccc(C(=O)O)cc2Cl)cc1 the results were Efflux pump inh 0.0 and PREPL inh -16.8.
Screening Nc1ncnc2c1ncn2[C@@H]1O[C@H](CNCc2ccc(-n3cccn3)cc2)[C@@H](O)[C@H]1O returned Efflux pump inh -0.2 and PREPL inh 5.7.
`COc1ccc(NC(=O)/C(N=Nc2ccc(Cl)c(S(=O)(=O)Nc3ccc(Cl)cc3)c2)=C(\C)O)cc1` gave Efflux pump inh 0.7 and PREPL inh 15.6.
